# Screening results as filed in PubChem.
# KLK7 zymogen act – proKLK7 (human) activation, primary screen | P49862 | purified proKLK7, EDANS-DABCYL substrate fluorescence; 100% is mature enzyme control, 0% vehicle | activation, % at 7 µM | 0.9% of 370,000 active | AID 652039;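 active means activation above the mean of all tested compounds plus 3 SD, computed per campaign excluding outliers beyond control limits, cut at about 13% in these data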
# Target sequence (P49862 whole entry, looked up): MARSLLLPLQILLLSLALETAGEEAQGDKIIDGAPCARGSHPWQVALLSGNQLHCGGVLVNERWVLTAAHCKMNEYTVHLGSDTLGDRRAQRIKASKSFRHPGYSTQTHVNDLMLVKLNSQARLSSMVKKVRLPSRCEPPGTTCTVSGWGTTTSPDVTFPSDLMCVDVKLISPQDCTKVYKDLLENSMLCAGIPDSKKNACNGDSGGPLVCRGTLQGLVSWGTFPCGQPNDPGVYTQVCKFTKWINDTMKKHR
# MBD2 DNA inh – MBD2-methylated oligo binding inhibition; TR-FRET, MBD2 binding to methylated oligonucleotide; inhibition, % at 4.4 µM; 0.31% of 370,000 active; AID 686964; in the data active means inhibition above about 13%
# UHRF1 binding – UHRF1 methyl-DNA binding inhibition; Q96T88; UHRF1 binding to methylated oligo, TR-FRET; inhibition, % at 4.4 µM; 0.75% of 370,000 active; in the data active means inhibition above about 21%;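 further: UHRF1 SRA domain binding a hemimethylated CpG hairpin DNA probe; 0% = median of test compound wells and 100% = reference inhibitor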
# LEDGF integ inh – blocks HIV-1 LEDGF/p75-dependent DNA integration | inhibition, % at 3.7 µM | TR-FRET IN-LEDGF/p75 DNA integration, Eu/Cy5 | 0.64% of 370,000 active;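 active means inhibition above the screen-wide mean plus 3 SD, cut at about 13% in these data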;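 further: signal is the Cy5 over europium emission ratio at 671 and 618 nm; 0% = plate median of compound wells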
# DDE Tn7 FP inh – DD(E)-Tn7 binding inhibition, primary FP screen; P02675; FP displacement of FITC-Tn7 peptide from fibrin DD(E); 0% = median of compound wells per plate; inhibition, % at 8.3 µM; 0.13% of 370,000 active; AID 720508;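 active means inhibition above the mean of compounds falling within the control limits plus 3 SD of them, cut at about 14% in these data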;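 further: 0% = plate median of compound wells and 100% = 10 µM Aha-Tn7 peptide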
#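 Test system – human fibrin DD(E) · Times – 10 min preincubation, 3 h with tracer, room temperature · Detection – fluorescence polarization of the labelled Tn7 tracer · Measure – percent inhibition normalized to high-control wells · Benchmarks – high control wells with 10 µM unlabelled Aha-Tn7 peptide (full inhibition) · Repeats – singlicate testing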
# SIAE primary – human SIAE inhibition, primary screen; Q9HAT2; inhibition, % at 9.66 µM; SIAE FP-Rh probe binding, fluorescence polarization; 0.69% of 370,000 active; AID 1053197;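 active means inhibition above a cutoff: mean of compounds within the control limits plus 3 SD of those, cut at about 17% in these data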;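 further: 0% = plate median of compound wells and 100% = probe without SIAE protein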
# Target sequence (Q9HAT2 whole entry, looked up): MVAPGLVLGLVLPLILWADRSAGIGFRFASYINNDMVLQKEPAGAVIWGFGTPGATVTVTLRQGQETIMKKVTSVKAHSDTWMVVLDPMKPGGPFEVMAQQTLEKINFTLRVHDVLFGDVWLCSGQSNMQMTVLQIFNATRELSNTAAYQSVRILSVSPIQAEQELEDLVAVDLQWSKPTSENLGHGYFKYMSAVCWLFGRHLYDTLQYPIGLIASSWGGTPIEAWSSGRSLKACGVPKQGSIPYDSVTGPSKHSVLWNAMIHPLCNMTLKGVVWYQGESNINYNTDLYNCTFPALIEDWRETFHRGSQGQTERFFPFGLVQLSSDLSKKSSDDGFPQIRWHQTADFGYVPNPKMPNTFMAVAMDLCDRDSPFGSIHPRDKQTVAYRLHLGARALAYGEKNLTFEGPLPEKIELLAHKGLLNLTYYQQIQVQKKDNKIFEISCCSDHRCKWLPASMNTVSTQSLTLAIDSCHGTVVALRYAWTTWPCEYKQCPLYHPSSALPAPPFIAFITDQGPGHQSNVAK
# Tn6 DDE FP – inhibitors of Tn6 peptide binding to human fibrin DD(E). inhibition, % at 8.3 µM. Fibrin DD(E) TRITC-Tn6 fluorescence polarization displacement. 0.21% of 370,000 active;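 active means inhibition above a per-campaign cutoff: mean of compounds within control limits plus 3 SD, cut at about 15% in these data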;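 further: 0% = median of all compound wells on the plate and 100% = blocking peptide control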
# TDP2 absorb – blocks human TDP2 phosphodiesterase activity. inhibition, % at 12.8 µM. 0.34% of 370,000 active. O95551. recombinant TDP2, T5PNP hydrolysis, p-nitrophenol absorbance 415 nm;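 active means inhibition above the mean of all tested compounds plus 3 SD, set per campaign, cut at about 25% in these data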;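 further: 0% = DMSO with enzyme and 100% = buffer with substrate but no TDP2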
#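 Evaluation: % inhibition relative to enzyme-containing and enzyme-free wells. Material: recombinant human TDP2. Benchmarks: enzyme-free and DMSO wells. Timing: enzyme reaction with compound for 2 h at 37 °C. Compound dosing: 12.8 µM only. Measured by: p-Nitrophenol epi absorbance. Reagent: T5PNP substrate at 5 mM, a TopII-DNA adduct mimic. Replication: single well per compound.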
# PRMT1 FP inh – PRMT1 (human) inhibition, primary screen; Q99873; recombinant PRMT1, activity-based probe fluorescence polarization; inhibition, % at 2.79 µM; 1.3% of 370,000 active;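 active means inhibition above about 21% made by adding two undisclosed values, limit read from the data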
# TCR CD3 inh – human TCR-CD3 binding inhibition; TAMRA-labeled TCR probe fluorescence, biochemical; inhibition, % at 9.4 µM; 0.37% of 360,000 active; in the data active means inhibition above about 19%;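 further: recombinant mutant TCR 2C K166C tagged with TAMRA read by polarization; 0% = receptor in buffer alone and 100% = receptor with positive control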
# An asterisk follows results filed as active; / = not tested or not shown.
SMILES,KLK7 zymogen act,MBD2 DNA inh,UHRF1 binding,LEDGF integ inh,DDE Tn7 FP inh,SIAE primary,Tn6 DDE FP,TDP2 absorb,PRMT1 FP inh,TCR CD3 inh
COCCNC(=O)Cn1nc(C(F)(F)F)c(Br)c1C,-0.6,8,3,-2,4,1,-8,-9,-2,-4
COc1ccc(C(=O)NCc2nnc(SC)n2C2CCCCC2)cc1,0.2,-4,3,6,0,0,7,-3,-5,-1
CCNc1ccccc1,1.0,1,0,6,0,2,-1,0,1,-1
COc1ccc(-c2nc(NC3=NCCCCC3)sc2C)cc1,0.0,0,-2,4,5,-7,-5,2,0,2
CC[C@@H](C)C(NC(=O)OC(C)(C)C)c1cn([C@@H](CCC(=O)OC(C)(C)C)C(=O)N2CCN(C(=O)OC(C)(C)C)CC2)nn1 (some centres undefined),-0.1,-1,2,0,-1,0,-7,-11,-1,1
Nc1[nH]c(C(=O)c2ccccc2)c(-c2ccc(Cl)c(F)c2)c1C(=O)c1c[nH]c2ccccc12,0.8,2,0,0,2,0,8,7,3,-6
Cc1ccc(Cn2c(SCC(=O)NCC3CCCO3)nc3c2c(=O)n(C)c(=O)n3C)cc1 (centres undefined),-0.2,2,5,-5,-4,-5,8,-2,1,-4
COc1ccc(CCNC(=O)CSc2nc3ncccc3[nH]2)c(OC)c1,-0.4,-2,-1,1,0,13,-2,11,-2,1
CCOC(=O)N(C)c1ccc(C(O)(C(F)(F)F)C(F)(F)F)cc1,-0.6,-6,-1,0,-2,12,-1,4,-2,-2
C=CCc1c(C)[nH]c(=O)[nH]c1=O,0.0,2,2,7,-6,-10,2,-15,-7,-4
CN(C)C(=O)c1ccc(NC(=O)c2ccccc2-c2ccccc2)cc1,0.2,6,1,0,7,-6,-4,2,1,6
CN(C)S(=O)(=O)Oc1ccc(C(=O)Nc2cccc(Cl)c2)cc1,0.3,-6,-3,2,5,-6,3,1,-4,4
Cc1ccc(-c2cn(S(=O)(=O)c3ccc(C)cc3)nc2N)cc1,0.2,-1,2,7,0,-30,-5,-2,-2,3
CCc1ccc(N=CC2=C(O)CC(c3ccco3)CC2=O)cc1 (centres undefined),-0.7,-1,0,-1,-3,2,-2,1,3,6
Nc1[nH]nc2nc(N3CCCC3)nc(-c3ccccc3)c12,-0.6,2,-1,-1,5,5,9,3,-2,7
C=CCN(CC=C)CC(=O)Nc1cccc(Oc2cnccn2)c1,-0.4,4,0,-7,8,0,-3,11,-1,-3
O=C1COc2ccc(S(=O)(=O)N3CCN(c4ccccc4)CC3)cc2N1,0.3,-1,1,0,-1,-1,3,4,1,2
COC(=O)c1ccccc1C(=O)N1CC(O)CO1 (centres undefined),0.1,2,2,-3,-3,-2,5,-12,6,-3
CS(=O)(=O)N(CC(=O)N1CCCCC1)C1CCCCC1,-0.2,-7,0,1,6,4,4,-8,-5,4
CN1C[C@@H]2[C@@H]3C(=O)N(Cc4ccccc4)C(=O)[C@@H]3[C@](C)(C1=O)N2C(=O)c1ccc(C(C)(C)C)cc1,-0.1,2,-1,-3,-1,13,8,3,0,2
COC(=O)c1sc(N2C(=O)C(O)=C(C(=O)c3ccc(C)o3)C2c2ccc(F)cc2)nc1C (centres undefined),0.3,-3,2,-1,1,-12,-3,3,0,-8
O=C(NC1CC1c1ccccc1)N1CCC(c2nc3ccc(Cl)cc3[nH]2)CC1 (centres undefined),-0.4,0,3,-1,0,-2,-9,5,2,/
CCN(CC)S(=O)(=O)N1CCN(S(=O)(=O)N2CCOCC2)CC1,-0.4,-2,-1,1,3,-2,3,7,-2,2
Cc1ccccc1OCC(O)Cn1c(Br)nc2c1c(=O)[nH]c(=O)n2C (centres undefined),0.7,-1,0,2,2,0,5,-7,-4,0
Cn1cnc([N+](=O)[O-])c1S(=O)(=O)Oc1ccc(Cl)cc1,-0.5,2,-3,-3,6,0,1,10,31*,-6

# Sorted by heavy-atom count (ascending): part of the list above
SMILES,KLK7 zymogen act,MBD2 DNA inh,UHRF1 binding,LEDGF integ inh,DDE Tn7 FP inh,SIAE primary,Tn6 DDE FP,TDP2 absorb,PRMT1 FP inh,TCR CD3 inh
COCCNC(=O)Cn1nc(C(F)(F)F)c(Br)c1C,-0.6,8,3,-2,4,1,-8,-9,-2,-4
Cn1cnc([N+](=O)[O-])c1S(=O)(=O)Oc1ccc(Cl)cc1,-0.5,2,-3,-3,6,0,1,10,31*,-6
CCOC(=O)N(C)c1ccc(C(O)(C(F)(F)F)C(F)(F)F)cc1,-0.6,-6,-1,0,-2,12,-1,4,-2,-2

# The main list resumes, starting six compounds before the break.
SMILES,KLK7 zymogen act,MBD2 DNA inh,UHRF1 binding,LEDGF integ inh,DDE Tn7 FP inh,SIAE primary,Tn6 DDE FP,TDP2 absorb,PRMT1 FP inh,TCR CD3 inh
CN1C[C@@H]2[C@@H]3C(=O)N(Cc4ccccc4)C(=O)[C@@H]3[C@](C)(C1=O)N2C(=O)c1ccc(C(C)(C)C)cc1,-0.1,2,-1,-3,-1,13,8,3,0,2
COC(=O)c1sc(N2C(=O)C(O)=C(C(=O)c3ccc(C)o3)C2c2ccc(F)cc2)nc1C (centres undefined),0.3,-3,2,-1,1,-12,-3,3,0,-8
O=C(NC1CC1c1ccccc1)N1CCC(c2nc3ccc(Cl)cc3[nH]2)CC1 (centres undefined),-0.4,0,3,-1,0,-2,-9,5,2,/
CCN(CC)S(=O)(=O)N1CCN(S(=O)(=O)N2CCOCC2)CC1,-0.4,-2,-1,1,3,-2,3,7,-2,2
Cc1ccccc1OCC(O)Cn1c(Br)nc2c1c(=O)[nH]c(=O)n2C (centres undefined),0.7,-1,0,2,2,0,5,-7,-4,0
Cn1cnc([N+](=O)[O-])c1S(=O)(=O)Oc1ccc(Cl)cc1,-0.5,2,-3,-3,6,0,1,10,31*,-6
COc1cccc(-n2ccnc2SCC(=O)NCc2ccccc2)c1,-0.6,-1,0,0,4,3,2,2,3,6
COc1ccc(OC)c(NC(=O)CN(Cc2ccc(Cl)cc2)S(C)(=O)=O)c1,-0.6,2,2,4,-5,-4,1,-2,4,-6
CCOc1ccccc1C(=O)N[C@H](C(=O)OCC(=O)Nc1nnc(-c2ccccc2)o1)C(C)C,-0.8,-2,-2,0,-7,-7,-6,-13,-9,-3
O=C(Nc1nnc(S(=O)(=O)N2CCCCCC2)s1)c1ccc(Br)cc1,0.0,1,-2,2,-3,-4,5,9,1,3
O=C1/C(=C\c2ccc(O)c(O)c2)C(c2ccccc2)=NN1c1ccccc1,-0.1,-2,16,19*,-7,28*,-1,26*,9,4
COc1cc(C2CC(=O)Oc3cc(C)cc(C)c32)cc(OC)c1OC (centres undefined),-0.4,3,-1,11,0,7,7,11,-6,4
CC(OC(=O)CC1CCCCC1)C(=O)Nc1ccc(F)cc1 (centres undefined),-0.4,3,0,-2,-6,-2,-8,2,-2,4
CCOC(=O)CSc1ncc(OC)c(=O)[nH]1,-0.1,1,0,-2,-2,3,-1,-2,0,2
COC(=O)C(NNc1ccccc1C)(NC(=O)c1ccc(F)cc1)C(F)(F)F (centres undefined),0.2,-5,-1,-1,0,1,-5,0,50*,0
COc1ccccc1CNC(=O)c1cc(S(=O)(=O)N2CCOCC2)cn1C,0.0,-1,1,6,-2,-1,6,-8,-5,10
COc1cc(CC2COC(=O)C2(O)Cc2ccc(O)c(OC)c2)ccc1O (centres undefined),0.2,-2,2,-1,5,10,7,1,-5,5
COc1cccc(C2CC(c3cccs3)=NN2C(=O)CSc2nc3ccccc3o2)c1OC (centres undefined),0.0,3,1,-1,1,1,6,-5,0,7
Brc1ccsc1-c1csc(-c2ccncc2)n1,-3.0,0,-2,-3,2,-2,-1,0,4,-2
CCn1cc(C(=O)NCC(OC)OC)c(=O)c2cc(S(=O)(=O)N(C)C3CCCCC3)ccc21,0.6,0,3,3,-6,1,-5,-16,-3,-2
Cc1ccc2sc(NNC(=O)c3cc(=O)c4ccccc4o3)nc2c1C,0.0,6,4,1,9,25*,-1,8,10,-10
CCCC1C(=O)N(Cc2ccccc2)C(=O)CC1C (centres undefined),0.8,-4,0,0,-2,2,3,-2,-4,-1
CCN(CC(=O)Nc1ccc(NC(C)=O)cc1)C(=O)C1CC1,-0.4,1,0,-2,0,-5,3,2,-1,-8
CC(C)Oc1ccccc1NC(=O)CSc1nccn1C,0.2,-4,1,0,0,0,-2,7,1,7
CCCCOc1ccccc1NC(=O)C=C(C)C,-0.3,-1,1,3,-1,-9,-3,-14,-4,5
Cc1cc(=O)oc2cc(OC(C)C(=O)NCC3CCC(C(=O)O)CC3)c(Cl)cc12 (centres undefined),0.0,5,0,-2,-2,1,1,4,5,-2
NC(=O)C1CCN(c2ncc(Br)cn2)CC1,/,-2,2,0,-4,1,2,-3,3,/
Cc1cc(C)n(CCNC(=O)[C@@H](Cc2ccccc2)NC(=O)[C@H]2O[C@@H](n3ccc(=O)[nH]c3=O)[C@H](O)[C@@H]2O)n1,0.0,2,0,1,-3,4,-7,4,1,-4
CC(C)Sc1nc2c([nH]c3ccccc32)c(=O)n1C,0.7,0,3,-2,0,-6,1,4,2,4
Cc1nc(N2CCN(c3ccccn3)CC2)c2c(C)c(C(=O)Nc3c(F)cc(F)cc3Br)sc2n1,-96,-2,0,2,4,-7,-1,-6,-2,-1
